GPR55 LPI antagonism = inhibition of LPI-stimulated GPR55 beta-arrestin translocation – imaging, U2OS, beta-arrestin-GFP, LPI agonist, primary screen (AID 2013); one-dose inhibition, % at 10 µM; IC50 in µM for titrated hits; hit rate 0.13% among 290,000; U2OS GPR55 beta-arrestin-GFP translocation imaging, LPI antagonism; higher % means a stronger effect;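 active means spots per cell inhibited over 60%, with over 100 cells counted and total cytoplasm intensity under 500,000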;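 further: U2OS cells stably carrying GPR55 and arrestin-GFP stimulated by 5 µM LPI near EC80; imaged beta-arrestin-GFP aggregate spots per cell after agonist stimulation; plate controls were LPI-stimulated DMSO wells for no effect and DMSO wells without LPI for full effect; some results filed as inactive read as strong as hits; confirmed hits need IC50 under 10 µM and bright autofluorescent wells are also inconclusive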
KOR beta-arrestin-1 = KOR antagonists, beta-arrestin recruitment, cell-based, luminescence, uHTS (AID 1778) | inhibition, % at 10 µM, or IC50 in µM where a hit was titrated | KOR beta-arrestin recruitment, luminescence, antagonist mode; higher % means a stronger effect | hit rate 0.091% among 290,000; in the data active means inhibition above about 50%; further: strong numbers were not always called active
GPR55 activation = selective activators of receptor GPR55 – imaging, U2OS cells, beta-arrestin-GFP redistribution, primary screen (AID 1961); U2OS GPR55 beta-arrestin-GFP redistribution imaging; higher % means a stronger effect; activation, % at 10 µM, or EC50 in µM where a hit was titrated; hit rate 0.048% among 290,000;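 active means activation above 40% with more than 50 cells counted in the well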;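 further: U2OS osteosarcoma cells stably expressing GPR55 and beta-arrestin-GFP; plate controls were DMSO negative control for no effect and LPI positive control for full effect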
KOR beta-arrestin-2 = KOR agonists, beta-arrestin recruitment, primary screen, cell-based, luminescence, uHTS (AID 1777) | KOR beta-arrestin recruitment, luminescence; higher % means a stronger effect | activation, % at 10 µM, or EC50 in µM where a hit was titrated | hit rate 0.02% among 280,000; in the data active means activation above about 50%, passing the limit was not always enough; further: a part of the inactive calls stands beside numbers as strong as those of hits
AID2073 = disruptors of CaV2.2 binding to Mint1 – biochemical, HTRF (AID 2073); HTRF protein-protein interaction, Mint1-CaV2.2; higher % means a stronger effect; hit rate 0.19% among 290,000; inhibition, % at 20 µM; hits with a dose series show IC50 in µM; in the data active means inhibition mostly above about 51%, no sharp cut-off; further: some results filed as inactive read as strong as hits
Siah-1 displacement = Siah-1 peptide-binding antagonists, primary screen, biochemical, fluorescence polarization, rhodamine-plectin, uHTS (AID 1817); Siah-1 / rhodamine-plectin peptide fluorescence polarization; higher % means a stronger effect; displacement, % at 20 µM, or IC50 in µM where a hit was titrated; hit rate 0.02% among 290,000;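 active means displacement of at least 50% at 20 µM, with a fluorescence ratio check between 0.3 and a set limit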;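 further: plate controls were Siah plus tracer with DMSO for no effect and tracer alone without Siah for full effect; strong numbers were not always called active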
HIV peptide binding = cell-free HIV fusion peptide-binding blockers – biochemical, uHTS, fluorescence dequenching, primary screen (AID 1986); hit rate 0.3% among 290,000; cell-free peptide binding, fluorescence dequenching, 30 min; higher % means a stronger effect; inhibition, % at 20 µM; hits with a dose series show IC50 in µM; in the data active means inhibition mostly above about 52%, no sharp cut-off; inactive means mostly below about 76%; further: some results filed as inactive read as strong as hits
NOD1 NF-kB reporter = NOD1 signaling inhibitors, primary screen, cell-based, luminescence, uHTS (AID 1578); NOD1-driven NF-kB luciferase reporter cells, luminescence; higher % means a stronger effect; inhibition, % at 4 µM, or EC50 in µM where a hit was titrated; hit rate 1% among 290,000; in the data active means inhibition mostly above about 36%, no sharp cut-off; inactive means mostly below about 34%;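 further: HEK-293T reporter cells stimulated with the NOD1 agonist gamma-tri-DAP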
GPR35 arrestin U2OS = GPR35 antagonists blocking zaprinast-driven arrestin recruitment, primary screen, imaging, U2OS, beta-arrestin-GFP, zaprinast agonist (AID 2058); hit rate 0.052% among 290,000; inhibition, % at 10 µM; hits with a dose series show IC50 in µM; U2OS GPR35 beta-arrestin-GFP translocation imaging, zaprinast antagonism; higher % means a stronger effect;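 active means inhibition of at least 50% with at least 30 cells and total cytoplasm GFP at most 10,000,000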
* hit, by the source's call; . = not tested or not shown; [ ] = dose if it differs, or a comment.

SMILES | GPR55 LPI antagonism | KOR beta-arrestin-1 | GPR55 activation | KOR beta-arrestin-2 | AID2073 | Siah-1 displacement | HIV peptide binding | NOD1 NF-kB reporter | GPR35 arrestin U2OS
c1ccc(CNCC2COc3ccccc3O2)cc1 (configuration not stated) | 2% | 29% | 0.0% | 2.5% | 5% | 4% | -0.4% | -28% | -22%
Cc1cc(C)n(-c2ccc(C(=O)NC3CCCCC3)cc2)n1 | 11% | 19% | 0.4% | -0.8% | 8% | -3% | -0.3% | -4% | -1%
Clc1ccc(COn2nnc3ccccc32)c(Cl)c1 | -12% | -51% | -0.1% | 12% | 3% | -3% | -0.3% | -43% | 12%
COc1ccc(C(=O)NN)cc1COc1ccc(Br)cc1 | 1% | -17% | 0.0% | 5.8% | 2% | 3% | -3.6% | 3% | -5%
CCN1CCN(c2nc3c(c(=O)n(C)c(=O)n3C)n2CCSc2ncccn2)CC1 | -1% | 20% | -0.3% | -6.1% | 0% | -3% | -1.9% | -4% | -4%
CCCCOc1ccc(C(=O)Oc2cccnc2)cc1 | 5% | -2% | -0.1% | -3.5% | 2% | -3% | -1.5% | -6% | -10%
Cc1cc(NC(=O)CSc2ncnc3c2cnn3-c2cccc(Cl)c2)no1 | -3% | -14% | 0.1% | 0.2% | 18% | 4% | -0.3% | -21% | -6%
CCOc1ccc(OCCCCn2cnc3ccccc3c2=O)cc1 | -2% | -13% | -0.1% | 3.4% | -14% | -8% | -1.2% | 17% | -22%
COc1cccc(OC)c1NC(=O)Cn1nc(C)c2ccccc2c1=O | 6% | -44%[20 µM] | -0.3% | 4.0% | 5% | -2% | 1.3% | -19% | 4%
CCOC(=O)c1ccc(-n2c(CN(CC)CC)nc3ccc([N+](=O)[O-])cc3c2=O)cc1 | 20% | -6% | 0.1% | -2.3% | 42% | 2% | 13% | -11% | -9%
O=C(Nc1cc(Cl)ccc1Cl)Nn1cnnc1 | 10% | 4% | -0.1% | 1.8% | -4% | -1% | 1.5% | -23% | -9%
COc1cc2[nH]c3c(Cl)ncnc3c2cc1OC | 4% | 22% | 0.8% | -3.3% | 12% | -10% | -1.8% | 11% | 14%
COC(=O)C1=C(N)Oc2cc(C)n(C)c(=O)c2C1c1ccc(Cl)c(Cl)c1 (configuration not stated) | 2% | 14% | -0.3% | -6.6% | 2% | 1% | 1.0% | -16% | -17%
CC(C)n1c(SCC(=O)Nc2ccc3c(c2)OCO3)nc2c1c(=O)n(C)c(=O)n2C | 19% | -1% | -0.3% | 0.2% | -4% | 0% | 1.0% | 4% | 20%
O=C(NC1CCCC1)C(c1cccnc1)N(Cc1ccc(F)cc1)C(=O)c1csnn1 (configuration not stated) | 7% | 8% | 0.4% | -3.6% | -13% | 3% | 0.8% | -19% | -4%
Cc1c(CCO)c(=O)n(-c2ccccc2)n1S(=O)(=O)c1ccc([N+](=O)[O-])cc1 | -8% | 14% | -0.6% | -3.0% | -4% | -11% | -2.8% | 12% | 10%
CN(C(=O)CCNC(=O)N1CC(=O)Nc2ccccc21)C1CCCCC1 | 6% | -18% | 0.7% | 2.0% | 2% | 1% | -0.2% | -18% | -9%
CCOC(=O)C1=C(c2ccccc2)N=c2s/c(=C\c3cccc(O)c3)c(=O)n2C1c1cccs1 (configuration not stated) | -7% | 37% | -0.3% | -2.9% | 46% | -2% | 0.5% | 40% | -11%
CCCCOc1ccc(C2CC(=O)NC2=O)cc1 (configuration not stated) | -11% | -15% | -0.1% | -1.0% | -3% | -1% | -0.7% | 7% | 3%
CCC(=O)Nc1ccc2c(c1)nc(CN1CCCCC1)n2C | 10% | -29%[20 µM] | -0.1% | . | -8% | 2% | -1.5% | -7% | 6%
C/C(CC(=O)Nc1ccc2c(c1)OCO2)=N\NC(=O)C(c1ccccc1)c1ccccc1 | -4% | 3% | -0.3% | 7.4% | -19% | 1% | -2.0% | -8% | -1%
O=C(CCc1ccccc1)Nc1ccc2ccccc2n1 | 4% | 16%[20 µM] | 0.2% | -2.4% | 9% | 8% | 0.9% | -31% | 3%
COc1ccc(Cc2nnc(SCC(=O)N(C)c3ccccc3)o2)cc1 | 16% | 3% | -0.1% | -2.3% | 1% | 15% | -0.4% | -16% | 9%
CC(NC(=O)Cc1ccccc1)c1cc2c(cc1Br)OCCCO2 (configuration not stated) | -2% | 13% | 0.2% | -0.9% | -6% | 1% | -1.7% | -23% | 4%
Cc1ccc(C(=O)NNC(=O)CSc2nc(N)cc(N)n2)cc1 | 7% | 8% | 0.9% | 5.1% | -6% | -5% | 1.2% | 5% | -2%
Cc1ccccc1NC(=O)c1c(F)c(F)c(F)c(F)c1F | -12% | 42% | -0.3% | -1.5% | -8% | 6% | -2.6% | 6% | 1%
CCCOc1ccc(C(=O)NNC(=S)NC(=O)c2ccccc2)cc1 | -2% | 26% | -0.1% | -4.4% | -19% | -9% | 14% | -14% | 15%
CC1CCCCN1C(=O)COc1ccccc1F (configuration not stated) | 4% | -33%[20 µM] | -0.1% | . | 0% | 1% | 2.0% | -2% | 6%
COc1ccc(C)cc1NC(=O)CN1C(=O)c2ccccc2S1(=O)=O | -5% | 0% | 0.3% | 3.3% | 18% | 0% | 1.0% | -8% | -5%
O=C(COC(=O)CCC1CCCCC1)Nc1ccc(OC(F)F)cc1 | 10% | -52% | -0.1% | 9.1% | 45% | -1% | 1.1% | 16% | -13%
C1CCC(n2nnnc2CN2CCN(C3CCCC3)CC2)CC1 | 17% | -8% | -0.1% | 5.2% | 1% | -2% | -1.0% | -19% | 16%
CCCc1nc(SCC(=O)c2ccccc2)c2c(=O)n(C)c(=O)n(C)c2n1 | 69% | -24% | -0.3% | 1.7% | 3% | -3% | -3.1% | 18% | 20%
Cc1ccc(NC(=S)c2nc3ccccc3[nH]2)c(C)c1 | -4% | -21% | -0.1% | 9.6% | -19% | -11% | -1.2% | -21% | -12%
CC(=O)Nc1sc(C)c(C)c1C(=O)OC1CCOC1=O (configuration not stated) | 3% | -3% | -0.1% | 0.6% | -5% | -1% | 0.8% | -24% | 2%
CCOC(=O)N1CCN(S(=O)(=O)c2ccc(OCC)c3ccccc23)CC1 | -11% | 22% | 0.0% | -2.3% | 29% | -5% | -2.8% | 19% | 6%
COC(=O)c1cccc(N(C(=O)c2ccco2)C(C(=O)NC2CCCC2)c2ccco2)c1 (configuration not stated) | 4% | 7% | 0.3% | -2.4% | -1% | 0% | 2.2% | -21% | -3%

Quoted at random: two entries already listed.
SMILES | GPR55 LPI antagonism | KOR beta-arrestin-1 | GPR55 activation | KOR beta-arrestin-2 | AID2073 | Siah-1 displacement | HIV peptide binding | NOD1 NF-kB reporter | GPR35 arrestin U2OS
Cc1ccc(NC(=S)c2nc3ccccc3[nH]2)c(C)c1 | -4% | -21% | -0.1% | 9.6% | -19% | -11% | -1.2% | -21% | -12%
C1CCC(n2nnnc2CN2CCN(C3CCCC3)CC2)CC1 | 17% | -8% | -0.1% | 5.2% | 1% | -2% | -1.0% | -19% | 16%

Additional structures follow.
SMILES | GPR55 LPI antagonism | KOR beta-arrestin-1 | GPR55 activation | KOR beta-arrestin-2 | AID2073 | Siah-1 displacement | HIV peptide binding | NOD1 NF-kB reporter | GPR35 arrestin U2OS
O/N=C(\c1ccccn1)C1CC1c1ccccc1 (configuration not stated) | -3% | -33% | -0.3% | 1.3% | 8% | 3% | -2.7% | -35% | 5%
Cc1nc2c(C)[n+](CC(=O)c3ccccc3)ccc2n1C | -10% | -28% | 0.2% | 3.2% | -1% | -4% | 0.3% | -13% | -12%
CCCCNC(=O)[C@@H]1CSC2c3ccc(OC)c(OC)c3C(=O)N21 (some centres not stated) | 0% | 29% | 0.0% | -0.6% | -3% | 3% | 2.0% | -4% | 8%
CCc1ccc(NC(=O)c2cc(CC(C)C)on2)cc1 | -2% | 4% | 0.2% | 0.0% | 4% | -1% | -1.7% | -39% | 5%
CC(=O)Nc1ccc(S(=O)(=O)NC(C)(C#N)C2CC2)cc1 (configuration not stated) | 5% | -21% | -0.2% | -6.1% | 0% | 1% | -0.8% | -22% | -3%
COc1ccc(-c2cn3cc(C)ccc3n2)cc1OC | 9% | 23% | -0.2% | -2.0% | 20% | 0% | 0.4% | . | 7%
O=C(NCc1ccc(F)cc1)C1CC(=O)N(Cc2ccco2)C1 (configuration not stated) | 0% | -9% | -0.1% | 0.8% | 6% | -5% | 2.1% | -24% | -10%
O=C(Cn1cc2c(n1)CCCC2)NCCc1ccccc1 | 5% | -30% | 0.0% | 1.0% | 49% | 7% | 3.0% | -25% | -6%
COc1ccc2cc(C(=O)/C=C/c3cc(OC)c(OC)c(OC)c3)ccc2c1 | 2% | -43% | -0.2% | -3.0% | 8% | 4% | -1.8% | 53% | 10%
CCCCn1c(N)c(N(CCC(C)C)C(=O)CCCc2nc3ccccc3s2)c(=O)[nH]c1=O | 5% | -20% | -0.1% | 5.2% | -38% | 2% | -1.1% | -29% | 3%
Cc1cc(OC(=O)c2c(F)cc(F)cc2F)nc(C)n1 | 7% | -17% | 0.1% | -3.7% | 7% | 9% | 0.4% | -20% | 0%
Cc1ccccc1OCC(=O)N/N=C/c1sc(=O)n(Cc2cccc(C(=O)O)c2)c1Cl | 3% | 30% | -0.1% | 1.4% | 4% | 13% | 14% | -10% | 4%

In the list so far, six have a Cl atom:
SMILES | GPR55 LPI antagonism | KOR beta-arrestin-1 | GPR55 activation | KOR beta-arrestin-2 | AID2073 | Siah-1 displacement | HIV peptide binding | NOD1 NF-kB reporter | GPR35 arrestin U2OS
Clc1ccc(COn2nnc3ccccc32)c(Cl)c1 | -12% | -51% | -0.1% | 12% | 3% | -3% | -0.3% | -43% | 12%
Cc1cc(NC(=O)CSc2ncnc3c2cnn3-c2cccc(Cl)c2)no1 | -3% | -14% | 0.1% | 0.2% | 18% | 4% | -0.3% | -21% | -6%
O=C(Nc1cc(Cl)ccc1Cl)Nn1cnnc1 | 10% | 4% | -0.1% | 1.8% | -4% | -1% | 1.5% | -23% | -9%
COc1cc2[nH]c3c(Cl)ncnc3c2cc1OC | 4% | 22% | 0.8% | -3.3% | 12% | -10% | -1.8% | 11% | 14%
COC(=O)C1=C(N)Oc2cc(C)n(C)c(=O)c2C1c1ccc(Cl)c(Cl)c1 (configuration not stated) | 2% | 14% | -0.3% | -6.6% | 2% | 1% | 1.0% | -16% | -17%
Cc1ccccc1OCC(=O)N/N=C/c1sc(=O)n(Cc2cccc(C(=O)O)c2)c1Cl | 3% | 30% | -0.1% | 1.4% | 4% | 13% | 14% | -10% | 4%

From PubChem

Only part of the results is shown. The share of hits here may be higher or lower than overall.
